# Screens from PubChem.
# p53null 32C tox = selectivity test: cytotoxicity in p53 null cells, permissive temperature. H1299-neo p53 null cells, ATP luminescence, 24 h, 32C. Potency, µM (series often up to 46.1 µM), for the others: at the highest dose activity change, negative = cytotoxicity, most hits filed as cytotoxic. 55,000 compounds, 0.62% hits;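 note: 0% = DMSO only and -100% = full killing by 100 µM tamoxifen; nearly all actives have a fitted effect of over 55% in size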
#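 Cells lacking p53 (H1299-neo) are plated at 600 per well and allowed to settle overnight at 37C. Test compounds (up to 46 uM) are added and held 24 hours at 32C, then ATP is quantified by luminescence.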
# p53null 39C kill = kills p53 null cells at the nonpermissive temperature; H1299 p53-null (neo) cells, 39C, ATPlite viability, 24 h; Potency, µM (titrated, usually from 46.1 µM), without a hit: at the highest dose activity, negative = cell killing, hits mostly cytotoxic; 55,000 compounds, 0.97% hits;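 note: 0% = DMSO only and -100% = full killing by 100 µM tamoxifen; nearly all actives have a fitted effect of over 50% in size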
#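 Concentration-response (up to 46 uM) was run for 24 h at the nonpermissive 39C on H1299-p53A138V or H1299-neo cells. ATP content was measured with ATPlite luminescence. AC50 values were Hill-modeled after normalizing between DMSO and 100 uM tamoxifen killing.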
# * marks the source's active call; other numbers are inactive results; ? = inconclusive; [ ] = another dose, or the depositor's remark. Calls come from the whole dose curve; as a rule, active = well fitted cell-killing curve with a large enough effect; inconclusive = small, poorly fitted or top-dose-only effect; inactive = no such curve, though single readings can be large or run the other way. Potency is the fitted concentration of half-maximal effect. A portion of the library; count on the stated rates, not on these rows.
SMILES,p53null 32C tox,p53null 39C kill
O=C(NCc1ccccc1)c1nc2c(nnn2Cc2cccc(Cl)c2)c(=O)[nH]1,-3.1%,-8.2%
O=[n+]1c2c(n([O-])c3cc(Br)ccc31)CCCC2,20.6%,-4.2%[1.84 µM]
OC1(c2ccc(F)cc2)CN(c2ccccc2)C2=[N+]1CCS2 (stereo unspecified),-14.3%,31.0%[activator]
CCOCCCNC(=O)C(NC(=O)c1ccccn1)c1ccc(C)cc1 (stereo unspecified),0.0%,-14.4%
CCCCNS(=O)(=O)c1ccc(S(=O)(=O)NCc2ccncc2)cc1,-6.5%,12.6%
Fc1cnc(N2CCOCC2)nc1N1CCc2ccccc21,-9.1%,-4.2%
CCc1cccc(NS(=O)(=O)c2c(C)n[nH]c2C)c1,-9.3%,3.3%
CC(C)CC(C(=O)O)N(Cc1ccccc1)Cc1ccccc1 (stereo unspecified),-0.1%,7.2%
COc1ccc(C(=O)NCc2nnc(SCC(=O)N3CCc4ccccc43)n2CCc2ccccc2)cc1,10.1%,7.4%
O=C(NCCn1ccc2ccccc21)C1CCCCC1,2.7%,-0.9%
O=C(Cn1ncc(Cl)c(Cl)c1=O)c1ccc(Cl)cc1,-11.5%,2.9%
O=C(O)CC1C(=O)NCCN1Cc1ccc(F)c(F)c1 (stereo unspecified),4.4%,1.9%
CC(Oc1ccc(Cl)cc1Cl)C(=O)NC(=S)N1CCc2ccccc21 (stereo unspecified),?,-25.8%
O=C(CSc1nc2ccccc2o1)c1cc2ccccc2oc1=O,5.0%,-14.4%
CCOC(=O)c1c(NC(=O)CSc2nnc(C)s2)sc2c1CCC(CC)C2 (stereo unspecified),5.7%,0.1%
COc1ccc(-c2nnc(SCc3ccccn3)n2C)cc1,-2.5%,-2.6%
CCN1CCN(C(=O)C2c3cc(OC)c(OC)cc3C(=O)N(C)C2c2ccc(SC)cc2)CC1 (stereo unspecified),12.8%,22.2%
Cc1cccc(C)c1OCC(O)CNS(=O)(=O)c1ccccc1C(=O)N1CCCCC1 (stereo unspecified),1.3%,-12.2%
Cc1cccc(CN2CCc3c(OCC(=O)N4CCCc5ccccc54)cccc3C2=O)c1,22.3%,-2.0%
O=C(CCn1c(=O)sc2ccccc21)Nc1cccnc1,-9.5%,6.4%
CCCn1c(C(C)NC(=O)c2ccccc2)nc2ccccc21 (stereo unspecified),3.4%,3.2%
O=C(NCc1ccccc1)/C(NC(=O)c1ccccc1)=C(/Sc1ccccn1)c1ccccc1,12.4%,1.1%
C=C(C)c1cccc(C(C)(C)NC(=O)NCC2COCCO2)c1 (stereo unspecified),-5.7%,-48.3%
O=C(CCCCCCN1C(=O)c2ccccc2C1=O)Nc1nccs1,4.7%,-13.9%

# Reprinted from the part before: 2 entries, then new ones.
SMILES,p53null 32C tox,p53null 39C kill
C=C(C)c1cccc(C(C)(C)NC(=O)NCC2COCCO2)c1 (stereo unspecified),-5.7%,-48.3%
O=C(CCCCCCN1C(=O)c2ccccc2C1=O)Nc1nccs1,4.7%,-13.9%
CCOC(=O)c1ccccc1NC(=O)CSc1ccccc1,-1.6%,-13.9%
CC1CCCC(C)N1C(=O)c1cccc2c1-c1ccccc1/C2=N/O (stereo unspecified),-5.9%,-7.8%
Cc1ccc(S(=O)(=O)c2nc(-c3ccc(F)cc3)oc2SCC(=O)NCC2CCCO2)cc1 (stereo unspecified),7.6%,-4.0%
CCCCC(=O)Nc1nc2ccc3nc(C)sc3c2s1,12.3%,18.9%
COc1ccc(CNC(=O)COC(=O)C2CC3C=CC2C3)cc1 (stereo unspecified),3.3%,-4.8%
O=C(CSc1nnnn1-c1cccc2c1CCCC2)N1CCCCC1,11.5%,-11.5%
O=C(C(c1ccccc1)c1ccccc1)N1CCCc2ccccc21,-2.7%,-6.8%
CCOC(=O)c1ccc(NC(=O)CCc2c(C)nc3ncnn3c2C)cc1,-2.0%,-13.7%
CNC(=O)c1cc2c(s1)CCCCCC2,-17.9%,-9.0%
Cn1ccnc1-c1nc2ccccc2[nH]c1=O,-2.7%,-3.5%
CCC(=O)N(Cc1cc2ccc(C)cc2n2nnnc12)C1CCCCC1,6.1%,13.5%
CC(=O)c1cccc(NC(=O)Nc2ccc(C(=O)N3CCOCC3)cc2)c1,-25.9%,-3.7%
CCCCNCc1cccn1-c1ccccc1,-11.1%,-10.1%
CCOC(=O)C1CCN(C(=O)COc2ccc(S(=O)(=O)NC(C)C)cc2Cl)CC1,14.6%,-4.8%
Cc1nn(C(CC(=O)O)C(=O)O)c(C)c1Br (stereo unspecified),3.0%,?
Cc1ccc(C(=O)NC(=S)Nc2ccccc2C(F)(F)F)c(C)c1,10.4%,12.1%
N#Cc1c2c(c[nH]c1=O)CCN2Cc1ccccc1,-5.4%,-10.8%
Cc1cc(SC(C)C(=O)NCC(=O)Nc2ccc(F)c(F)c2F)nc2ccccc12 (stereo unspecified),-5.9%,18.3%
Cn1c(Cn2c(=O)sc3ccccc32)nnc1SCC(=O)N1CCCc2ccccc21,-1.2%,-5.0%
COc1ccc(-c2cn3c(C)c(C(=O)Nc4cc(NC(C)=O)ccc4OC)sc3n2)cc1,15.7%,-7.8%
Cn1c(=O)c2c(nc(CN3CCN(c4ccccc4F)CC3)n2CCN2CCOCC2)n(C)c1=O,-5.0%,-2.2%
CCCCNc1nc2c(c(=O)n(C)c(=O)n2C)n1Cc1cccc(OC)c1,-18.2%,8.7%
O=C(Nc1ccc(-c2nc3ncccc3o2)cc1)c1ccc(Br)o1,8.8%,5.5%
CCN(CC)c1ccc2cc(-c3nnc(-c4ccccc4)o3)c(=O)oc2c1,-0.1%,10.4%

# An excerpt from above in order of formula weight, ascending:
SMILES,p53null 32C tox,p53null 39C kill
CNC(=O)c1cc2c(s1)CCCCCC2,-17.9%,-9.0%
Cn1ccnc1-c1nc2ccccc2[nH]c1=O,-2.7%,-3.5%
N#Cc1c2c(c[nH]c1=O)CCN2Cc1ccccc1,-5.4%,-10.8%
Cc1nn(C(CC(=O)O)C(=O)O)c(C)c1Br (stereo unspecified),3.0%,?
CCCCC(=O)Nc1nc2ccc3nc(C)sc3c2s1,12.3%,18.9%
COc1ccc(CNC(=O)COC(=O)C2CC3C=CC2C3)cc1 (stereo unspecified),3.3%,-4.8%
O=C(C(c1ccccc1)c1ccccc1)N1CCCc2ccccc21,-2.7%,-6.8%
CCC(=O)N(Cc1cc2ccc(C)cc2n2nnnc12)C1CCCCC1,6.1%,13.5%
Cc1ccc(C(=O)NC(=S)Nc2ccccc2C(F)(F)F)c(C)c1,10.4%,12.1%
CCN(CC)c1ccc2cc(-c3nnc(-c4ccccc4)o3)c(=O)oc2c1,-0.1%,10.4%
CC(=O)c1cccc(NC(=O)Nc2ccc(C(=O)N3CCOCC3)cc2)c1,-25.9%,-3.7%
CCCCNc1nc2c(c(=O)n(C)c(=O)n2C)n1Cc1cccc(OC)c1,-18.2%,8.7%
O=C(Nc1ccc(-c2nc3ncccc3o2)cc1)c1ccc(Br)o1,8.8%,5.5%
Cc1cc(SC(C)C(=O)NCC(=O)Nc2ccc(F)c(F)c2F)nc2ccccc12 (stereo unspecified),-5.9%,18.3%
CCOC(=O)C1CCN(C(=O)COc2ccc(S(=O)(=O)NC(C)C)cc2Cl)CC1,14.6%,-4.8%
COc1ccc(-c2cn3c(C)c(C(=O)Nc4cc(NC(C)=O)ccc4OC)sc3n2)cc1,15.7%,-7.8%
Cn1c(Cn2c(=O)sc3ccccc32)nnc1SCC(=O)N1CCCc2ccccc21,-1.2%,-5.0%
Cn1c(=O)c2c(nc(CN3CCN(c4ccccc4F)CC3)n2CCN2CCOCC2)n(C)c1=O,-5.0%,-2.2%
Cc1ccc(S(=O)(=O)c2nc(-c3ccc(F)cc3)oc2SCC(=O)NCC2CCCO2)cc1 (stereo unspecified),7.6%,-4.0%

# Later entries.
SMILES,p53null 32C tox,p53null 39C kill
CCNc1nc(NCC)n2c(SCC(=O)NCC3CCCCC3)nnc2n1,-11.0%,-21.3%
CC1CCN(C(=O)Cn2cc(C#N)c3ccccc32)CC1,-4.6%,-0.2%
COc1ccc(Cn2c(-c3ccc(OC)cc3)nc3ccccc32)cc1,-1.5%,-1.1%
CCCCc1nc(Cl)c(C#N)c2c1CSC(C)(C)C2,17.3%,7.8%[1.84 µM]
CCn1c(SCC(=O)Nc2ccc3c(c2)OCO3)nnc1-c1cnccn1,10.2%,15.6%
Cc1ccnc(NC(=O)c2cc(-n3cnnc3)ccc2Cl)c1,1.5%,20.1%
CCN1C(=O)/C(=C\c2cn(CCC#N)nc2-c2ccc(F)cc2)SC1=S,-1.9%,1.9%
O=C(COc1ccc(Cl)cc1)OCC(=O)N1CCCc2ccccc21,2.8%,16.7%
C=CCNc1nc(C2(C)CC3(CC(C)OC3=O)C(=O)O2)cs1 (stereo unspecified),-3.1%,-8.3%
O=C(CCn1c(=O)oc2ccccc21)N1CCCCCC1,-3.2%,-1.3%
O=C(Cc1noc2ccccc12)Nc1ccc2ccccc2c1,-20.7%,-14.4%
CSCCC1C(=O)OC2(C)CC(C)(C)NC(=S)N12 (stereo unspecified),-2.4%,-0.4%
CC(Sc1nc(N2CCOCC2)c2c(c1C#N)CC(C)(C)OC2)C(=O)Nc1ccccc1 (stereo unspecified),4.8%,7.9%
CN(Cc1ccccc1)C(=O)c1ccc2c(c1)OCO2,3.9%,-6.8%
CCOC(=O)N1CCN(S(=O)(=O)c2cc(Cl)ccc2Cl)CC1,-1.6%,-6.1%
CC(CC(=O)Nc1nncs1)c1ccccc1 (stereo unspecified),-3.7%,-13.6%
CCOc1ccccc1C(=O)OCC(=O)Nc1cc(Cl)ccc1Oc1ccccc1,-7.2%,-6.3%
Cc1ccc(S(=O)(=O)Nc2nc(C)cc(N/N=C/c3ccc(O)cc3)n2)cc1,2.5%,3.0%
C#CCOC(=O)/C(=C/c1ccc(F)cc1)NC(C)=O,4.7%,-4.4%
CC(=O)N1CCN(C2=NC(=O)C(=C3CCCCC3)S2)CC1,-9.3%,-9.8%
Cc1ccc(S(=O)(=O)N2CCN(Cc3cccc(C)c3O)CC2)cc1,0.7%,-2.4%
Cc1ccc(S(=O)(=O)NC(C)C(c2cccs2)N2CCN(C)CC2)cc1 (stereo unspecified),-9.2%,-4.5%
O=c1c2oc3ccccc3c2[nH]c(=S)n1-c1ccccc1,2.9%,21.9%[1.84 µM]
Cc1cccc(OCc2n[nH]c(=S)n2C2CCCCC2)c1,18.1%,12.3%
CC(C)CCn1c(SCC#N)nc2c(sc3ccccc32)c1=O,-7.2%,11.7%
CCOC(=O)c1c(C)oc2ccc(NS(=O)(=O)c3ccc4c5c(cccc35)C(=O)N4)cc12,22.1%,2.8%
Cc1cc(C)c(NC(=O)C2CCCN2C(=O)NC2CCCCC2)c(C)c1 (stereo unspecified),6.3%,18.4%
COc1ccc2[nH]cc(CCCN3C(=O)c4ccccc4C3=O)c2c1,-17.8%,10.7%
Cc1ccc2nc(N(CCCN(C)C)C(=O)c3sc4ccccc4c3Cl)sc2c1,-12.1%,5.0%
O=C1c2ccccc2C(=O)N1CC(O)CN1CCOCC1 (stereo unspecified),-2.4%,-1.5%
Cc1cc(C(=O)N(C)C)sc1-c1ccccc1,1.0%,-21.0%
CC(=O)Nc1ccc(S(=O)(=O)N(C2=NCC(C)S2)c2ccccc2)cc1 (stereo unspecified),-7.8%,-5.6%
COc1cc2c(cc1O)C(SC)=NC(C)(C)C2,-5.4%,21.1%
CCOc1c(C(=O)CC)cc2c(C)cc(=O)oc2c1C,-0.9%,-17.1%
CCOP(=O)(OCC)C(O)c1cc(OC)c(OC)c(OC)c1 (stereo unspecified),7.0%,24.3%[1.84 µM]
COCCCn1c2nc3ccccc3nc2c2c(=O)n(-c3ccccc3OC)c(C)nc21,7.4%,-0.1%
CC(C)OC(=O)CSc1nnc(-c2cnccn2)n1-c1ccccc1,-10.2%,2.1%
Cc1cc(C)n(C(=O)COc2ccccc2C)n1,6.2%,35.7%[activator]
CCCn1nnc(NC(=O)c2cccnc2Cl)n1,-2.4%,-6.2%
COc1cccc(-n2nnnc2SCC(=O)Nc2nc3c(s2)CCCC3)c1,-2.7%,-3.8%
CCOC(=O)c1nnn(CC(=O)N2N=C(c3ccccc3)CC2c2ccccc2)c1C(=O)OCC (stereo unspecified),-13.4%,7.3%
Cc1ccc(Cn2c(=O)n(Cc3ccco3)c(=O)c3ccccc32)cc1,-13.0%,-20.9%
C/C(=N\NC(=O)COc1ccc(C(C)(C)C)cc1)c1ccc(OC(F)F)cc1,-2.5%,-26.9%
COc1cc(NC(=O)C2CCCO2)c(OC)cc1Cl (stereo unspecified),3.3%,-4.5%
O=C(Cn1cc([N+](=O)[O-])cn1)N1N=C(C(F)F)CC1(O)C(F)F (stereo unspecified),6.5%,12.7%
Cc1ccc(NC2=NCC(=O)N2C2CCCC2)c(C)c1,-6.6%,-5.9%
